LMPTP inh: LMPTP phosphatase inhibitors, primary screen, biochemical, fluorescence intensity, uHTS; Low molecular weight phosphotyrosine protein phosphatase (Homo sapiens), P24666; recombinant LMPTP-A, OMFP fluorogenic substrate; inhibition, % at 20 µM; actives 0.22% (n = 360,000);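 active = compounds that cut the enzyme signal by at least half of the control window in the single-dose screen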;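 note: plate controls were DMSO wells with enzyme plus substrate for no effect and substrate without enzyme for full effect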
Target sequence (P24666 whole entry, looked up): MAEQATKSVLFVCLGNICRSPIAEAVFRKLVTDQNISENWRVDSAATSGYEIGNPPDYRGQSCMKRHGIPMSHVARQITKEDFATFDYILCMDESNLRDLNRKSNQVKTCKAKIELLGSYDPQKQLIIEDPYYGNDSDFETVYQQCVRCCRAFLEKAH
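Assay system: LMPTP-A enzyme. Input: 0.625 nM LMPTP-A final. Probe or stimulus: 400 µM OMFP. Compound dosing: single 20 µM dose. Schedule: 50 min dark incubation at room temperature. Detection: fluorescence intensity of OMFP turnover product. Read-out: percent inhibition versus substrate-only and uninhibited controls. Benchmarks: no-enzyme low control, uninhibited high control.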
E coli Lon inh: inhibitors of E. coli Lon protease, primary screen, biochemical, fluorescence polarization; P0A9M0; actives 0.42% (n = 360,000); inhibition, % at 7.94 µM; purified E. coli Lon protease; in the data active = inhibition above about 13%, passing the limit was not always enough;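 note: 0% = enzyme with probe and DMSO and 100% = no enzyme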
NRP1-CendR mod: modulators of CendR peptide binding to NRP-1, primary screen, biochemical, fluorescence polarization, uHTS; inhibition, % at 25 µM; FAM-RPARPAR peptide binding to NRP-1; actives 0.85% (n = 360,000); Neuropilin-1 (Homo sapiens), O14786;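 active = inhibition or corrected inhibition above about 18%, plus a signal ratio from 0.5 to 1.5, limit read from the data, passing the limit was not always enough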; note: strong numbers were not always called active
DNMT1 inh: human DNMT1 methyltransferase inhibitors, primary screen, biochemical, molecular beacon, fluorescence, HinP1I cleavage, uHTS; inhibition (reported as % activation of signal), % at 10 µM; actives 0.83% (n = 360,000); in the data active = inhibition above about 50%
Tb MetRS inh: T. brucei MetRS inhibitors, primary screen, biochemical, luminescence; AID 624268, 2012; purified T. brucei MetRS, ATP depletion, Kinase-Glo luminescence; inhibition, % at 11.9 µM; actives 0.4% (n = 360,000); methionyl-tRNA synthetase (Trypanosoma brucei brucei);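 active = inhibition above a per-plate cutoff of the control wells' mean inhibition plus 3 SD, cut at about 5.5% in these data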;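 note: 0% = DMSO wells median and 100% = median of wells with control inhibitor compound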
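Material – parasite MetRS enzyme · Medium – HEPES-MgCl2-KCl buffer plus DTT, spermine, BSA, pyrophosphatase · Reagent – ATP, methionine and E. coli bulk tRNA substrates · Times – 15 min enzyme-compound preincubation, 2 h reaction, 10 min detection, 25 °C · Measured by – luminescence of leftover ATP · Evaluation – percent inhibition relative to median high and low control wells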
SUMO1-SIM PPI: modulators of SUMO1 protein-protein interactions, primary screen, biochemical, uHTS. AID 602429, 2012. Small ubiquitin-related modifier 1 (Homo sapiens), P63165. SUMO1 binding to a labelled peptide, TR-FRET, 1 h. inhibition, % at 20 µM. actives 0.33% (n = 360,000); in the data active = inhibition above about 37%
Target sequence (P63165 whole entry, looked up): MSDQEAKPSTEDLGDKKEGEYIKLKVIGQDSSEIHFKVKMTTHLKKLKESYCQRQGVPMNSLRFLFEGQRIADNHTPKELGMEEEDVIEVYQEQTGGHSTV
MsrA act: bovine MsrA enzyme activators, primary screen, biochemical, absorbance, HTS; Methionine sulfoxide reductase A (Bos taurus); purified bovine MsrA, absorbance read-out; activation, % at 10.6 µM; actives 0.3% (n = 360,000); in the data active = activation above about 7.5%;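 note: 0% = vehicle and 100% = reference activator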
Scp1 inh: Scp-1 phosphatase inhibitors, primary screen, biochemical, colorimetric, uHTS; AID 493091, 2011; inhibition, % at 20 µM; Recombinant Scp1, phosphopeptide, malachite green phosphate absorbance; Carboxy-terminal domain RNA polymerase II polypeptide A small phosphatase 1 (Homo …; actives 0.88% (n = 340,000);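 active = inhibition above about 50% at 20 µM, limit read from the data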;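 note: plate controls were DMSO wells with enzyme for no effect and wells lacking enzyme for full effect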
Target sequence (Q9GZU7 76-261 limits assumed): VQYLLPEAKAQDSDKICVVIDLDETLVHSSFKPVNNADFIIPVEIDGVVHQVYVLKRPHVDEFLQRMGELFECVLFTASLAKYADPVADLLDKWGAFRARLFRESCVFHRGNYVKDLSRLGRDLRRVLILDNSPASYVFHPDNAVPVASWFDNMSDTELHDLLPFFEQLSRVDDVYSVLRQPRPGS
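System: SCP-1 catalytic domain; Reagent: Phospho 17-mer peptide substrate; Doses: one concentration, 20 µM, with 1.0% DMSO; Incubation: 45 min room-temperature reaction, 5 min colour, 30 min stabiliser; Signal: Phosphate-binding colour reagent, absorbance read at 630 nm.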
STEP block: STEP phosphatase inhibitors, primary screen, biochemical, fluorescence intensity, uHTS. Tyrosine-protein phosphatase non-receptor type 5 (Homo sapiens), P54829. recombinant STEP, OMFP fluorogenic substrate. inhibition, % at 20 µM. actives 0.25% (n = 360,000). AID 588621, 2011;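 active = inhibition at 20 µM, scaled per plate between control wells, above about 37%, limit read from the data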;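 note: 0% = DMSO with enzyme and substrate and 100% = substrate only without enzyme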
Target sequence (P54829 whole entry, looked up): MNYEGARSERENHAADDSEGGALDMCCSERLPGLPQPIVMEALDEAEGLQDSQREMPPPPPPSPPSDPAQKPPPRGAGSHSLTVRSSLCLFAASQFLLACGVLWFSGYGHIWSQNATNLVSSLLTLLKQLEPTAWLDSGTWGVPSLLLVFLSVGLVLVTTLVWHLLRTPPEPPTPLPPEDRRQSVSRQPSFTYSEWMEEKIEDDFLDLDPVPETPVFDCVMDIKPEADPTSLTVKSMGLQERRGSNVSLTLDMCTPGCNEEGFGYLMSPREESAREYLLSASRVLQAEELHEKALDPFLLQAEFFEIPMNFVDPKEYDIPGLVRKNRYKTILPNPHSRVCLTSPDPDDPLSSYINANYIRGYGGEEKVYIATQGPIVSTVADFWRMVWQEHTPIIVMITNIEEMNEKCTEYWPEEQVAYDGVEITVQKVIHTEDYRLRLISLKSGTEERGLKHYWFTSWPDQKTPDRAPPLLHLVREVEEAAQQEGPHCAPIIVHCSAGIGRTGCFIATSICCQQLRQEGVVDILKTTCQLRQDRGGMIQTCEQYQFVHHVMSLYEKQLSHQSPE
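Material: STEP (striatal-enriched tyrosine phosphatase) enzyme, cell-free | Medium: 50 mM Bis-Tris pH 6.0 with 2.5 mM DTT and 0.005% Tween 20 | Read-out: Percent inhibition scaled to no-enzyme and uninhibited-enzyme controls, plate-pattern corrected | Signal: Fluorescence read at 480 nm ex / 540 nm em | Times: 20 min reaction, room temperature, in the dark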
MsrA inh: bovine MsrA enzyme inhibitors, primary screen, biochemical, absorbance, HTS; Methionine sulfoxide reductase A (Bos taurus); purified bovine MsrA, absorbance read-out; inhibition, % at 15.5 µM; actives 0.75% (n = 360,000); AID 651718, 2012; in the data active = inhibition above about 4.5%;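 note: 0% = vehicle wells with enzyme and 100% = reference inhibitor wells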
The depositor's hits bear a star; . = not tested or not shown.

SMILES	LMPTP inh	E coli Lon inh	NRP1-CendR mod	DNMT1 inh	Tb MetRS inh	SUMO1-SIM PPI	MsrA act	Scp1 inh	STEP block	MsrA inh
O=C(NCc1ccccc1)C(c1ccco1)N(C(=O)c1csnn1)c1ccccc1F (stereo not drawn)	-0.2	6	6	0	-0.6	0	0	-5	2	-0.3
CCc1nc2c(OCC3CCCCC3)cccn2c1N(C=O)Cc1ccc(OC)cc1	3.6	13	-19	-4	-0.4	-4	0	.	4	0.1
COC(=O)Cn1c(CCS(=O)(=O)c2ccc(Cl)cc2)nc2ccccc21	-0.2	-17	6	0	-1.5	-4	-6	4	-3	-1.2
Cc1ccc(C(=O)/C=C/c2cn(CN3CCN(C)CC3)c3ccccc23)cc1	-1.4	-20	-53	-11	0.1	-17	-1	-13	1	1.7
C[C@H](O)[C@@H]1CN2CCc3c([nH]c4ccc(-c5ccc6c(c5)OCO6)cc34)[C@@H]2C[C@@H]1N(C)C(=O)Nc1cc(Cl)cc(Cl)c1	4.1	0	-15	-21	-0.8	-26	-3	.	1	0.3
COc1ccc(CNCc2cc(OC)ccc2OC)cc1	-1.5	-9	6	2	-0.5	2	-4	-4	0	1.1
COCCn1ccc2c(OCC(=O)NCc3ccccc3)cccc2c1=O	-0.5	-1	8	-2	-0.4	-9	-4	-2	-2	0.8
COc1cc(C(=O)N2CCN(C/C=C/c3ccccc3)CC2)cc(OC)c1OC	-2.0	-11	-6	16	-1.5	0	-6	-1	2	-1.2
O=C(CSc1nc2ccccc2nc1N1CCCC1)Nc1ccc(F)cc1	2.3	-14	-2	-7	0.8	-3	-2	-1	10	0.9
CCOC(=O)c1nnn(-c2ccc([N+](=O)[O-])cc2[N+](=O)[O-])c1C	-1.0	-11	8	-8	-0.2	-34	0	-1	-3	1.3
CSCCC(NS(=O)(=O)c1ccc(Cl)cc1)C(=O)OCC(=O)NC1CCCCC1 (stereo not drawn)	-0.6	5	-5	-1	-1.2	1	-3	-2	3	1.4
CC(C)(C)OC(=O)CNC(=O)c1[nH]cnc1C(=O)NC(c1ccccc1)c1ccccc1	3.5	-6	12	-21	0.4	1	0	-6	2	-1.6
CCNC(=S)N(CCc1c(C)[nH]c2ccc(Cl)cc12)Cc1ccco1	2.2	8	-9	-3	-0.7	-1	-12	12	-1	1.0
CCN(CC)C(=O)OCc1c(-c2ccccc2)ncc2ccccc12	0.3	-2	-11	2	-0.2	-9	-1	-6	0	-0.9
COc1cc(NC(=O)CCc2nnc3ccc(N4CCCC4)nn23)cc(OC)c1OC	-0.6	-15	11	4	-0.7	-3	-4	-2	-4	1.1
COc1ccccc1N1CCN(C(=O)C(C)N(c2ccccc2)S(C)(=O)=O)CC1 (stereo not drawn)	-1.8	-7	-3	-2	-0.2	5	-1	-2	5	-0.5
O=C(CSc1nnnn1-c1ccccc1)Nc1ncc(Cc2cccc(Cl)c2Cl)s1	1.3	-3	-7	42	-0.4	2	-1	-3	2	0.9
O=C(NC1CCCCCCC1)NC1CCCCC1	-1.2	-5	9	2	-1.4	-1	-10	-5	-2	-0.7
Cc1cc(C)cc(OCc2ccc(C(=O)O)o2)c1	-0.4	-8	-6	6	-0.8	0	-1	-13	0	-0.8
Cc1cc(C)nc(SC2CCCCC2NS(=O)(=O)c2ccc(Cl)cc2)n1 (stereo not drawn)	0.6	1	13	-5	0.6	3	-2	-5	1	0.8
O=C1C(=O)N(CC2CCCO2)C(c2ccccc2[N+](=O)[O-])/C1=C(/O)c1ccccc1 (stereo not drawn)	-1.4	-7	-6	-3	-0.8	-9	-8	-17	2	2.6
CCN(CC)c1nc2ccccc2n2cnnc12	0.0	14	10	0	-0.9	-5	-3	-13	0	1.2
CCOC(=O)C1C(=O)NC(c2ccccc2)=NC1c1ccc(F)cc1 (stereo not drawn)	-2.8	-6	4	3	-1.7	0	-3	-7	-3	1.1
COc1ccccc1NC(=O)CN1CCN(CC(=O)Nc2ccccc2Cl)CC1	-1.6	7	0	2	-0.2	-2	-3	-9	-2	-0.5
CCN(C(=O)COC(=O)CCCc1nc2ccccc2s1)c1c(N)n(Cc2ccccc2)c(=O)[nH]c1=O	-0.8	-6	-9	6	0.0	1	-6	-10	1	0.4
Cc1ccc(Nc2nc(CSc3nnnn3-c3ccccc3)cc(=O)[nH]2)cc1	0.7	11	0	-8	0.1	1	0	5	17	0.9
CN(Cc1ccc(Cl)cc1)C(c1cc2ccccc2o1)c1nnnn1C(C)(C)C (stereo not drawn)	2.6	-8	12	.	-0.4	0	-1	.	.	-0.3
CCN(CC(=O)Nc1c(F)cccc1F)C(=O)CCC(=O)c1ccc(F)cc1	-1.1	2	-4	-2	0.0	3	-3	-4	-2	0.3
COc1ccc(Nc2c3c(nc4ccccc24)CCCC3)cc1OC	15	-9	1	-1	-0.6	-10	-3	-1	0	1.3
CCc1nc2ccccc2c(C(=O)OCC(=O)NCc2ccc3c(c2)OCO3)c1C	0.9	-9	-4	-6	-0.7	4	-6	-5	2	-1.4
C/C(=N\NC(=O)C(=O)Nc1c(C)n(C)n(-c2ccccc2)c1=O)c1ccncc1	-1.4	-9	15	2	0.0	-4	-3	-13	-2	2.3
C#Cc1ccc(C(=O)Nc2cc(C(N)=O)ccc2N2CCOCC2)cc1	1.9	2	1	-6	-0.4	-3	-3	0	1	0.8
CCOC(=O)N1CCC(NC(=O)C2CCN(Cc3nc(-c4ccc(CC)cc4)oc3C)CC2)CC1	-0.3	-3	5	-2	-0.1	-2	-2	-11	-2	1.7
C=CCNC(=O)C1=NN(c2c(F)c(F)cc(F)c2F)C(=O)CC1	-0.4	0	-1	-3	-0.2	3	-1	-10	-1	0.0
O=C(COC(=O)CNC(=O)C1CCCCC1)Nc1ccc(F)c([N+](=O)[O-])c1	-0.7	9	6	-2	-0.4	-28	-3	-3	-1	0.7
COc1ccc(C2/C(=C(/O)c3ccccc3)C(=O)C(=O)N2c2ccccn2)cc1OC (stereo not drawn)	-1.3	-6	2	2	-0.9	-4	-4	-10	2	2.7
CN(C)c1ccc(NC(=S)c2ccc3ccccc3n2)cc1	7.2	-3	8	-5	0.2	-19	5	-4	68*	-0.9
COc1ccc(N(CN2C(=O)c3ccccc3C2=O)C(=O)C(C)C)cc1	-0.9	0	2	-2	1.0	-10	-2	-9	1	1.0
O=C(CN(Cc1ccccc1)C(=O)CCC(=O)Nc1ccccn1)NCc1ccc(F)cc1	-1.3	2	6	0	-0.9	3	-1	2	2	0.9
O=P(O)(O)c1cc(-c2ccccc2)oc1-c1ccccc1	-1.9	4	-7	0	-0.2	0	-4	-20	-2	3.6
Cc1cn(C2CCC(CO)O2)c(=O)[nH]c1=O (stereo not drawn)	-2.2	0	6	4	0.4	-1	-6	3	-2	0.7
O=S(NCc1ccccc1)C12CC3CC(CC(C3)C1)C2 (stereo not drawn)	-1.2	-7	-6	1	-0.4	-4	-3	-7	1	0.2
COc1cc(NC(=S)NCCCN2CCOCC2)c(OC)cc1Cl	-4.1	4	14	0	-0.2	4	-2	-4	-1	0.2
Cc1cc(N(C)C)ccc1N=Nc1ccc2ncccc2c1	10	-3	1	-12	0.1	-44	-1	-4	5	0.8
O=C(Cn1cc(C(=O)C(F)(F)F)c2cc(Br)ccc21)N1CCOCC1	0.3	-10	1	3	-1.2	-3	-12	-2	-4	0.8
Cc1ccc(C(=O)NCC(C)NC(=O)c2ccc(C)c([N+](=O)[O-])c2)cc1[N+](=O)[O-] (stereo not drawn)	-0.4	4	7	5	-0.4	-14	-3	-11	12	-0.9
COc1cc(/C=N/Nc2ccc([N+](=O)[O-])cn2)cc(OC)c1O	1.1	-10	-4	1	-0.1	-17	-4	-2	4	2.1
COc1ccc(C2CC(c3ccccc3Cl)Nc3ncnn32)cc1OC (stereo not drawn)	0.1	3	4	3	0.4	0	-4	-7	1	-0.9
COc1ccc(CNC(=O)COc2ccc(OC)cc2)cc1	0.2	6	-9	-1	-0.9	2	-3	-4	0	-1.3
Cc1nc2ccccc2c2c1C(=O)N(c1cccc(C(=O)O)c1)C2=O	0.2	-7	14	-10	0.0	-2	6	-4	0	0.3
O=C(CN1C(=O)NC2(CCCCCC2)C1=O)NC1CC1	-0.3	2	1	3	-1.3	5	-15	4	-1	-0.8
CCN(CC)c1ccc(C(=O)OCC(=O)N(C)Cc2ccccc2)cc1	-0.9	-12	16	3	-0.6	-1	-5	-4	0	1.7
C/C(=N\NC(=O)C(C)Sc1ccccc1)c1ccc([N+](=O)[O-])cc1 (stereo not drawn)	-0.8	1	-10	2	-0.8	-28	-7	1	1	2.4
O=C(CCN1C(=O)/C(=C/c2ccccc2F)SC1=S)NC1C=CS(=O)(=O)C1 (stereo not drawn)	3.1	-4	-14	16	0.5	-8	-2	3	5	1.6
Cc1ccc(NC(=O)c2ccc3c(c2)OCCO3)cc1	-1.5	-1	2	-1	-0.8	0	-4	4	-2	-0.9
N=C1c2ccccc2CN1NC(=O)c1cccc(S(=O)(=O)N2CCCCC2)c1	-1.3	-5	-6	0	-0.8	-4	-1	-4	0	0.6

Arranged by molecular weight (highest first): part of the list above.
SMILES	LMPTP inh	E coli Lon inh	NRP1-CendR mod	DNMT1 inh	Tb MetRS inh	SUMO1-SIM PPI	MsrA act	Scp1 inh	STEP block	MsrA inh
O=C(CSc1nc2ccccc2nc1N1CCCC1)Nc1ccc(F)cc1	2.3	-14	-2	-7	0.8	-3	-2	-1	10	0.9
C=CCNC(=O)C1=NN(c2c(F)c(F)cc(F)c2F)C(=O)CC1	-0.4	0	-1	-3	-0.2	3	-1	-10	-1	0.0
CCOC(=O)c1nnn(-c2ccc([N+](=O)[O-])cc2[N+](=O)[O-])c1C	-1.0	-11	8	-8	-0.2	-34	0	-1	-3	1.3
O=C(CN1C(=O)NC2(CCCCCC2)C1=O)NC1CC1	-0.3	2	1	3	-1.3	5	-15	4	-1	-0.8

Screening data as filed in PubChem BioAssay.
